PAX8 inh HTS: inhibitors of PAX8 transcriptional activity in RMG-I cells; AID 652154; actives 1.2% (n = 360,000); inhibition, % at 12.6 µM; RMG-I TPO-luciferase reporter, SteadyGlo, 24 h;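 active = mean replicate inhibition at least 60% with every replicate also reaching 60%; inconclusive = only one of the two criteria is met; inactive = mean below 60% and not all replicates reaching 60%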;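 note: luciferase light reporting Pax8 driven TPO promoter activity; plate controls were median of neutral control wells for no effect and mitoxantrone controls for full effect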
S100A4 MyoIIA: blocks human S100A4 binding to myosin IIA peptide; P26447; S100A4/TAMRA-MyoIIA peptide fluorescence polarization; inhibition, % at 10.7 µM; actives 0.14% (n = 360,000); AID 652163;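 active = mean inhibition of at least 70% across replicates, with every replicate also reaching that level; inconclusive = mean inhibition reaches 70% but some replicates fall short; inactive = mean inhibition below 70%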
Target sequence (P26447 whole entry, looked up): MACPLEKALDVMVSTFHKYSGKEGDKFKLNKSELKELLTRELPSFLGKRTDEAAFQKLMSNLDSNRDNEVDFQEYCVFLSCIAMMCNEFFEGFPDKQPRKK
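Compound dosing: one dose per compound; test system: human S100A4 monomer with TAMRA-labelled myosin IIA peptide; probe or stimulus: TAMRA-labelled myosin IIA heavy-chain peptide probe, 5 nM; medium: HEPES buffer with Ca2+, pH 7.2; schedule: 5 min incubation before reading; benchmarks: neutral control DMSO, positive control TFP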
PglD DTNB: blocks C. jejuni PglD acetyltransferase activity. purified PglD enzyme, DTNB colorimetric CoA detection. inhibition, % at 12.5 µM. actives 0.098% (n = 360,000). AID 602405; in the data active = inhibition above about 16%, passing the limit was not always enough; inconclusive = no clear call, values can overlap the other calls; note: strong numbers were not always called active
FN deposition inh: fibronectin deposition inhibition. actives 0.086% (n = 350,000). inhibition, % at 12.6 µM. AH1F fibroblasts, Alexa488-fibronectin deposition fluorescence, overnight;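 active = mean inhibition across replicates of 30% or more, regardless of how many single replicates reach that level; inconclusive = mean under 30% yet at least half of replicates reach 30%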;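 note: positive control wells lacked labelled fibronectin entirely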
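Measured by – fluorescence 485/525 nm · System – AH1F fibroblast monolayer, labelled fibronectin deposition · Amount – 10000 cells per well · Buffer or medium – serum-reduced DMEM (2% serum) · Doses – single dose, pinned · Also added – fluorescent fibronectin at 24 nM final · Schedule – 1 h cell attachment, overnight exposure to compound and label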
LGR2 antag: Drosophila LGR2 receptor signaling inhibition | AID 720647 | HEK293 LGR2, CRE-luciferase, bursicon-stimulated, 4 h | actives 0.35% (n = 380,000) | inhibition, % at 9.99 µM;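 active = drop in luminescence signal, shown as inhibition above about 50% in the replicate tests, limit read from the data, passing the limit was not always enough; inconclusive = probably only some replicates passing the limit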;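 note: agonist challenge used bursicon conditioned medium at about half maximal strength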
PGC1a acetyl inh: PGC1a acetylation modulation, inhibitor mode | U2OS PGC1a acetylation, AlphaScreen anti-acetyl-lysine; with virally co-expressed GCN5 acetyltransferase | inhibition, % at 15.6 µM | AID 651687 | actives 0.17% (n = 350,000);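 active = every replicate shows inhibition of at least 40%; inconclusive = mean inhibition at least 40% but some replicate below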;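 note: 0% = neutral control wells and 100% = positive control wells; some results beyond the cut were filed as inactive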
ERAP1 inh: ERAP1 (human) enzyme inhibition; Q9NZ08; recombinant ERAP1, Leu-AMC fluorescence, 60 min; inhibition, % at 10.7 µM; actives 0.15% (n = 340,000); AID 652197;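 active = mean replicate inhibition of at least 30%, or all replicates individually reaching that 30% level; inactive = mean below 30% and not every replicate reaching it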;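 note: 0% = neutral control wells and 100% = L-leucinethiol positive control wells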
Target sequence (Q9NZ08 whole entry, looked up): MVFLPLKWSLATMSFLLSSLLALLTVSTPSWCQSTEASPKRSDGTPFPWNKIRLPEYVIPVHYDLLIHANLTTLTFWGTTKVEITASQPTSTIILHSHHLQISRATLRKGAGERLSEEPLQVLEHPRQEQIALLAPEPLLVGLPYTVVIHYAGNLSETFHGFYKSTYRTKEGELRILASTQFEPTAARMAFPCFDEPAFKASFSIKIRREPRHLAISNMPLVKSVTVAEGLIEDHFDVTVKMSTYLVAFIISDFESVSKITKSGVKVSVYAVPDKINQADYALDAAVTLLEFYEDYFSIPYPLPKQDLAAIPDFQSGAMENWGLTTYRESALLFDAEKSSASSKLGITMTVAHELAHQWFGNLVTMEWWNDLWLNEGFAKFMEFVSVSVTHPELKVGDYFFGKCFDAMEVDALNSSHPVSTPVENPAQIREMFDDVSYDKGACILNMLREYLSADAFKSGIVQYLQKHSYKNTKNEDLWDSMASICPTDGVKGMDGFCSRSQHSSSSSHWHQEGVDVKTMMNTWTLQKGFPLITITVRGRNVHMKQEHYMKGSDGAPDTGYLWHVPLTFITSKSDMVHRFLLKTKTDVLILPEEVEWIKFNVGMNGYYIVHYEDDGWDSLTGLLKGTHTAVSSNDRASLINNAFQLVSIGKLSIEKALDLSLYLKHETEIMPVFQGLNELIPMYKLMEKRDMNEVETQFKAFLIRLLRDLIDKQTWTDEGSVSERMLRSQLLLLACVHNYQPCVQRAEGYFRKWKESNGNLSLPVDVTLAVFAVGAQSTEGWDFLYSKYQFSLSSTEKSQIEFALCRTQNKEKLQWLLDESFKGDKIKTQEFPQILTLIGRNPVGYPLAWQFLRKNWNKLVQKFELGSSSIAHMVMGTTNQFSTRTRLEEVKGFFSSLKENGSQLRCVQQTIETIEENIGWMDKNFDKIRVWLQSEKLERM
EWS-Fli block: EWS/Fli transcriptional activity inhibition; A673 NR0B1-luciferase reporter, viability-normalised; inhibition, % at 12.6 µM; actives 0.67% (n = 350,000);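 active = mean inhibition of at least 50% after viability correction, with every replicate also passing that limit; inconclusive = mean reaches 50% but only one of two replicates passes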;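 note: firefly luciferase signal divided by Alamar Blue viability fluorescence both relative to DMSO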
* marks the source's active call; other numbers are inactive results; ? = inconclusive; . = no result given; & = joins results of further samples.

molecule	LGR2 antag	PAX8 inh HTS	EWS-Fli block	PglD DTNB	PGC1a acetyl inh	ERAP1 inh	S100A4 MyoIIA	FN deposition inh
CO[C@H]1CN(C)C(=O)c2cc(NC(=O)Nc3ccccc3F)ccc2OC[C@H](C)N(C)C[C@H]1C	6	.	-2	0	7	1	2	-18
O=C(O)c1cc2c(cc1Cl)N1CCCCCC1=NS2(=O)=O	14	2	11	.	.	-3	-2	.
Cc1ccc(NC(=O)C(CC(=O)O)C2CCCO2)c(C)c1 (stereo unspecified)	5	-10	2	2	3	-6	4	0
COc1cc(N=Nc2c(C)n(C)n(-c3ccccc3)c2=O)ccc1N	-5	-4	-34	1	-3	8	-4	2
COc1cc(/C=C2\C(=O)N(C)C(=S)N2C)ccc1O	-16	44	13	.	-6	1	0	6
COc1ccc(-c2nc(CN3CCN(C(=O)c4ccco4)CC3)c(C)o2)cc1OC	-13	-2	0	-9	-4	2	2	4
COc1cc(CNCc2cccnc2)ccc1OCc1ccccc1	-20	-48	-36	-2	.	8	6	.
CC(=O)C1=C(O)C(=O)N(Cc2cccnc2)C1c1ccc(C(C)C)cc1 (stereo unspecified)	13	-4	-15	3	1	0	-11	-19
Cc1ccc(S(=O)(=O)c2nc(S(=O)(=O)c3ccccc3)sc2N2CCN(CCO)CC2)cc1	7	71*	20	-4	-4	2	-2	8
C[C@H](CO)N1C[C@H](C)[C@H](CN(C)S(C)(=O)=O)Oc2ncc(-c3cc4ccccc4o3)cc2C1=O	-4	.	-5	3	?	0	-3	13
COc1ccc(S(=O)(=O)Nc2ccc3c(c2)CC(=O)N([C@@H](C)CO)C[C@@H](C)[C@H](CN(C)C(=O)Nc2c(C)noc2C)O3)cc1	3	-19	-4	1	1	0	4	4
CN(C)c1ccc(C(=S)N2CCN(c3ccccc3)CC2)cc1	.	-42	.	-1	-1	.	.	2
COc1ccc([C@H]2CC(=O)C[C@@H](CCn3ccnn3)O2)cc1	0	-9	7	.	.	.	4	14
Fc1ccccc1COc1ccc2ccccc2c1CNc1nn[nH]n1	14	-3	-13	-4	8	2	3	7
Cc1cc(OCCCC(=O)Nc2cc(S(=O)(=O)N3CCOCC3)ccc2N2CCOCC2)ccc1Cl	6	14	7	6	-6	1	35	4

Just ERAP1 inh, FN deposition inh and PAX8 inh HTS (2 entries from above):
SMILES,ERAP1 inh,FN deposition inh,PAX8 inh HTS
O=C(O)c1cc2c(cc1Cl)N1CCCCCC1=NS2(=O)=O,-3,.,2
Cc1ccc(NC(=O)C(CC(=O)O)C2CCCO2)c(C)c1 (stereo unspecified),-6,0,-10

Continued:
molecule	LGR2 antag	PAX8 inh HTS	EWS-Fli block	PglD DTNB	PGC1a acetyl inh	ERAP1 inh	S100A4 MyoIIA	FN deposition inh
COc1ccc(C2C(C(=O)N3CCN(c4ccccn4)CC3)CCC(=O)N2c2cc(OC)c(OC)c(OC)c2)cc1 (stereo unspecified)	-1	6	4	-2	-4	.	5	-3
CN(C)S(=O)(=O)c1ccc(Cl)c(NC(=O)CN2CCN(Cc3ccc4c(c3)OCO4)CC2)c1	-13	10	-8	.	-6	.	0	4
O=C(CN1C(=O)NC2(CCCC2)C1=O)Nc1cc(S(=O)(=O)N2CCCCC2)ccc1Cl	1	4	5	3	.	1	4	7
COc1cccc(-c2ccc3c(c2)[C@H]2[C@H](CCN2C(=O)Cc2ccccc2)[C@@H](CO)N3)c1	10	20	12	-6	-17	-1	6	-23
Cc1ccc(-c2ccc([C@H]3[C@H](CO)N4CCCCN(S(=O)(=O)c5cccc(C)c5)C[C@@H]34)cc2)cc1	.	87*	-8	-2	-5	-2	9	.
C[C@@H]1CCCCO[C@@H](CN(C)C(=O)Cc2ccccc2)[C@H](C)CN([C@H](C)CO)C(=O)c2cc(NS(=O)(=O)c3ccc(Cl)cc3)ccc2O1	10	58	3	2	-18	4	-6	2
COc1ccc(Cl)cc1-c1nc(SCC(=O)N(C)CCC#N)n[nH]1	8	3	3	1	.	8	0	.
COc1ccccc1/C=C(/CC(=O)NCc1ccc(F)cc1)c1nc2ccccc2s1	.	25	3	.	.	-2	0	-24
CCN1C(=O)[C@@H]2[C@H](C1=O)[C@@H]1CC(C(=O)OC)=C[C@@H](C(=O)OC)C3C1=C(C(=O)C3(CC)CC)[C@@H]2C (stereo partly specified)	.	29	-3	.	.	3	-6	2
Cc1ccc(S(=O)(=O)N2CCC(C(=O)NNC(=O)C3CC3)CC2)cc1Cl	23	5	-1	2	9	-3	5	-4
O=C(Nc1ccc(Cl)c(Cl)c1)c1ccc2c(c1)OCO2	-44	-131	-78	4	.	2	4	0
NS(=O)(=O)c1ccc(CCNC(=O)C(=O)NCC2OCCN2C(=O)c2ccc3c(c2)OCO3)cc1 (stereo unspecified)	-6	-67	7	.	.	-1	3	-12
COc1ccc([C@@H]2[C@@H]3C(=O)N(C(C)(C)C)C(=O)[C@@H]3[C@]3(Cc4ccccc4)C(=O)N(c4cccc(F)c4)C(=O)N23)cc1	-23	-3	-14	-1	5	.	17	1
O=C(CSc1nnc(-c2cccnc2)o1)Nc1ccccc1Br	-18	6	-18	-10	.	2	0	-1
COCCCn1c(C)csc1=Nc1cccnc1	-1	-15	4	.	.	-1	5	7
CC(C)COc1ccc(C(=O)NNC(=O)c2ccc(=O)[nH]c2)cc1	5	27	-2	6	.	-1	3	-3
COc1cccc(OCC(=O)NNC(=O)c2ccc(-c3ccccc3)cc2)c1	.	-3	.	5	-2	.	.	-6
O=S(=O)(NCc1ccco1)c1ccc(Cl)nc1	9	-2	.	0	-3	.	.	-9
CCOC(=O)N/N=C\c1ccc(OC/C=C/c2ccccc2)cc1	-9	-67	.	0	-7	-3	-4	-2
COCC(=O)Nc1ccc2c(c1)C(=O)N(C)[C@@H]1CC[C@H](CC(=O)NCCCN(C)C)O[C@H]1CO2	-10	-42	-12	4	-1	1	1	-7
CCOc1ccc(S(=O)(=O)N(C)c2ccc(OCC(=O)N3c4ccc(C)cc4C4CN(C)CCC43)cc2)cc1 (stereo unspecified)	-22	15	6	-6	75*	2	7	3
COc1cc(/C=N/NC(=O)c2sc3nc(C)cc(C)c3c2N)ccc1O	.	-5	-12	-2	11	-3	-4	3
COc1ccccc1CNC(=O)CN1C(=O)NC(C)(c2ccc(C)cc2)C1=O (stereo unspecified)	9	16	1	-4	.	0	-1	3
O=C(CN1CCN(c2ccc(Cl)cc2)CC1)NCc1ccccc1	6	4	.	6	-14	.	.	1
CC1(C(=O)NS(=O)(=O)C2CC2)CCN(C(=O)COCc2ccccc2)C1 (stereo unspecified)	13	-5	-8	-2	9	-1	-5	.
OCCCNC(=S)Nc1ccc(Br)cc1Cl	-15	-1	-28	-2	6	2	16	-3
C[C@@H]1CCCCO[C@@H](CN(C)C(=O)Nc2cccc3ccccc23)[C@H](C)CN([C@@H](C)CO)C(=O)c2cc(NC(=O)c3ccccc3)ccc2O1	8	-29	-6	-2	4	0	2	3
COc1ccc2oc(C(=O)Nc3cccc(S(=O)(=O)N4CCOCC4)c3)c(C)c2c1	-18	-1	-7	3	.	-1	1	4
CCCNC(=O)Nc1cccc(NC(C)=O)c1	6	-2	-3	2	9	1	2	9
C[C@@H]1CN([C@H](C)CO)C(=O)CCCn2nncc2CO[C@@H]1CN(C)C(=O)Nc1ccc(N2CCN(C)CC2)cc1	-12&3	-15&0&-5	-3&-7&-4	-3&2	1&-4&-8	1	1&21	8&0
CCN(CC)S(=O)(=O)c1cc(C(=O)Nc2cc(S(=O)(=O)N3CCOCC3)ccc2N2CCN(C)CC2)ccc1C	-6	20	4	4	3	-1	-3	2
C[C@@H]1CN([C@@H](C)CO)C(=O)c2cccc(NC(=O)c3nc4ccccc4s3)c2O[C@@H]1CN(C)S(C)(=O)=O	0	.	-18	0	9	-2	49	.
CCN(CC)S(=O)(=O)c1ccc(N2CCOCC2)c(NC(=O)C2CSC3(C)CCC(=O)N23)c1 (stereo unspecified)	-15	-10	3	0	-5	1	-3	0
Cc1nonc1C1CCCN1C(=O)c1cc(COc2ccc(F)cc2F)on1 (stereo unspecified)	-41	-185	-95	.	9	-1	-4	-7
C[C@@H]1CN([C@H](C)CO)C(=O)c2cc(Br)cnc2O[C@H]1CN(C)Cc1ccccc1F	-2&-1	-3	-9&2	1	2	-1&-2	8&-3	-5
C[C@@H]1CN([C@H](C)CO)C(=O)Cc2cc(NS(=O)(=O)c3ccccc3)ccc2O[C@H]1CN(C)C(=O)Nc1ccc2c(c1)OCO2	-19	-12	-11	.	6	.	.	.
CC(=O)Nc1cccc(NC(=O)C2CC(=O)N(CCc3ccc(F)cc3)C2)c1 (stereo unspecified)	-6	7	12	-3	16	-2	6	-11
C[C@H](CO)N1C[C@H](C)[C@H](CN(C)Cc2cncnc2)Oc2cc(C3=CCCC3)ccc2S1(=O)=O	7	.	0	1	-43	-2	-38	.
CCC(=O)N1C[C@@H]2[C@H](c3ccccc31)[C@H](CO)N2Cc1ccc(F)cc1	-6	15	-136	-1	0	-4	-3	-5
COc1ccc(-c2sc(Nc3ccccc3)n[n+]2-c2ccc(F)cc2)cc1Br	-4	0	9	7	-14	1	-7	-3
C[C@@H]1CN([C@@H](C)CO)C(=O)c2cccc(NS(=O)(=O)c3ccccc3)c2O[C@H]1CN(C)Cc1ccc(C(=O)O)cc1	28	-18	-15	2	-2	0	-3	-5
CNC[C@@H]1Oc2cc(C#C[C@H](C)O)ccc2S(=O)(=O)N([C@@H](C)CO)C[C@@H]1C	18	.	-6	0	3	-1	-15	-11
O=C(NCCCN1CCCC1=O)C(=O)Nc1cccc(F)c1	-67	-102	-71	-9	-7	-3	0	-4
COc1ccc(OC)c(C2CC(c3ccccc3)=NN2C(=S)Nc2ccccc2)c1 (stereo unspecified)	-21	15	52*	.	.	4	2	1
O=C(Nc1cc(Cl)ccc1N1CCOCC1)c1ccc(N2CCCC2=O)cc1	-4	-11	11	.	-1	0	-3	-3
COCc1cc(C)nc(SCc2ccc(Cl)cc2)c1C#N	0	2	-19	2	-6	2	4	-3
Cc1ccc2c(CC(=O)NCCc3ccc(S(N)(=O)=O)cc3)coc2c1	-13	-8	6	2	16	-1	0	-15
O=C(Cc1ccccn1)NCC[C@@H]1CC[C@H](NS(=O)(=O)c2ccccc2)[C@@H](CO)O1	16	-5	-5	0	7	8	-6	.
CS(=O)(=O)NCCSCc1ccco1	4	.	-1	2	4	0	-4	.
C=CCOC(=O)C1=C(C)NC(=O)NC1c1ccc(OCC)cc1 (stereo unspecified)	5	11	7	-1	.	0	-37	7
CC(=O)Nc1ccc2c(c1)C(=O)N(C)[C@@H]1CC[C@H](CC(=O)NCc3ccccc3)O[C@@H]1CO2	-2	-8	4	-1	-8	1	-2	-4
CCCCCCCCN1C(=O)[C@H](CC(=O)NCc2cccc(C(F)(F)F)c2)C[C@@]2(C(=O)OCC)CCCC=C12	11	18	15	.	.	.	-2	.

Source: PubChem BioAssay

No enrichment for hits. Share with any hit: about 2.1%.
